Myeloid diff MLP: myeloid differentiation induction | ER-HoxA9 myeloid progenitors, lysozyme-GFP differentiation, flow cytometry | calls only at 10 µM | actives 1% (n = 360,000) | AID 624256;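 active = normalized GFP-positive differentiation at or above the plate's own cutoff, the solvent-only control mean plus 3 SD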;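 also: cells exposed to compound for four days before flow analysis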
Salmonella PhoP GFP: PhoP-dependent GFP reporter repression – Salmonella Typhimurium, primary screen (AID 1863). S. Typhimurium PhoP-regulated promoter GFP reporter, 4 h; higher % means a stronger effect. actives 0.16% (n = 300,000). one-dose inhibition, % at 50 µM; IC50 in µM for titrated hits;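 active = inhibition over 29.93%, a cutoff 3 SD above the screen mean, later confirmed by dose response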;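 also: 0% = low Mg2+ inducing control and 100% = high Mg2+ repressing control; strong numbers were not always called active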
GPR35 arrestin U2OS: GPR35 antagonists blocking zaprinast-driven arrestin recruitment, primary screen, imaging, U2OS, beta-arrestin-GFP, zaprinast agonist (AID 2058); U2OS GPR35 beta-arrestin-GFP translocation imaging, zaprinast antagonism; higher % means a stronger effect; one-dose inhibition, % at 10 µM; IC50 in µM for titrated hits; actives 0.052% (n = 290,000);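 active = inhibition of at least 50% with at least 30 cells and total cytoplasm GFP at most 10,000,000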
Siah-1 displacement: Siah-1 peptide-binding antagonists, primary screen, biochemical, fluorescence polarization, rhodamine-plectin, uHTS (AID 1817). Siah-1 / rhodamine-plectin peptide fluorescence polarization; higher % means a stronger effect. displacement, % at 20 µM; hits with a dose series show IC50 in µM. actives 0.02% (n = 290,000);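 active = displacement of at least 50% at 20 µM, with a fluorescence ratio check between 0.3 and a set limit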;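 also: plate controls were Siah plus tracer with DMSO for no effect and tracer alone without Siah for full effect; strong numbers were not always called active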
Rac1 GTP hydrolysis: MgcRacGAP GTPase-activating activity inhibitors, confirmation, biochemical, ADP Hunter fluorescence; MgcRacGAP-stimulated Rac1 GTP hydrolysis, ADP Hunter fluorescence; higher % means a stronger effect; GST-tagged Rac1 F28L mutant substrate; one-dose inhibition, % at 30 µM; IC50 in µM for titrated hits; actives 0.6% (n = 340,000);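 active = first-screen hits whose inhibition reached a set limit at any dose in the follow-up dose series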;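 also: fluorescence reports GDP produced by GAP-driven GTP hydrolysis; strong numbers were not always called active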
HIV fusion peptide: cell-free HIV fusion peptide-binding blockers – biochemical, uHTS, fluorescence dequenching, primary screen (AID 1986). cell-free peptide binding, fluorescence dequenching, 30 min; higher % means a stronger effect. inhibition, % at 20 µM, or IC50 in µM where a hit was titrated. actives 0.3% (n = 290,000); in the data active = inhibition mostly above about 52%, no sharp cut-off; inactive = mostly below about 76%; also: some results filed as inactive read as strong as hits
NTR1 agonist: NTR1-driven beta-arrestin-GFP spot formation – imaging, U2OS cells, high content, primary screen (AID 493036). P30989. agonist mode. activation, % at 20 µM. actives 0.17% (n = 330,000);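 active = activation at or above 40% of the spot to cytoplasm intensity ratio, with at least 20 cells analyzed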;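 also: 0% = DMSO without peptide and 100% = 100 nM NTR1 peptide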
Target sequence (P30989 whole entry, looked up): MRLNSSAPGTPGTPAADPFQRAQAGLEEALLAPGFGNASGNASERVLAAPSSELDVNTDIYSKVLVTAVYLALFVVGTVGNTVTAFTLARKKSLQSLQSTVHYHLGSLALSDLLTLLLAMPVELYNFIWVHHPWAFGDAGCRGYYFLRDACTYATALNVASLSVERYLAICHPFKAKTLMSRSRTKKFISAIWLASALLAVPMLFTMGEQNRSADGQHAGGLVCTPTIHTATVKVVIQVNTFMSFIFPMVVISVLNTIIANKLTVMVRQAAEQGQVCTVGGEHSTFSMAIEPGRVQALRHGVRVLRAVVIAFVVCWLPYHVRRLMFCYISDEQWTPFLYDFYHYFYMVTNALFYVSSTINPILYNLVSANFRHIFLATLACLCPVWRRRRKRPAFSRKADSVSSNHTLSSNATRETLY
GPR55 antagonists: GPR55 antagonists blocking LPI-driven arrestin recruitment, primary screen, imaging, U2OS, beta-arrestin-GFP, LPI agonist (AID 2013). U2OS GPR55 beta-arrestin-GFP translocation imaging, LPI antagonism; higher % means a stronger effect. inhibition, % at 10 µM; hits with a dose series show IC50 in µM. actives 0.13% (n = 290,000);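 active = spots per cell inhibited over 60%, with over 100 cells counted and total cytoplasm intensity under 500,000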;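 also: U2OS cells stably carrying GPR55 and arrestin-GFP stimulated by 5 µM LPI near EC80; imaged beta-arrestin-GFP aggregate spots per cell after agonist stimulation; plate controls were LPI-stimulated DMSO wells for no effect and DMSO wells without LPI for full effect; some results filed as inactive read as strong as hits; confirmed hits need IC50 under 10 µM and bright autofluorescent wells are also inconclusive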
LYP inhibition: PTPN22 lymphoid phosphatase activity blockers – biochemical, fluorescence intensity, uHTS (AID 1779); inhibition, % at 11.5 µM, or IC50 in µM where a hit was titrated; recombinant LYP phosphatase, fluorescence intensity; higher % means a stronger effect; actives 0.054% (n = 290,000); in the data active = inhibition above about 50%;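 also: plate controls were vehicle with enzyme for no effect and no enzyme for full effect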
NTR1 agonist cell count 20 µM: further read-out of NTR1 agonist, marked with its call; cell count; measured here: cell count, cytotoxicity flag
Myeloid diff MLP GFP+ MAC1+ %: recorded beside Myeloid diff MLP, whose call it bears; GFP+ MAC1+ double positive, %; measured here: differentiation confirmed by MAC1 staining
Numbers without * were called inactive; i = inactive; nt = no result given; + = active, no number.

Results follow in this order: Myeloid diff MLP	Myeloid diff MLP GFP+ MAC1+ %	Salmonella PhoP GFP	GPR35 arrestin U2OS	Siah-1 displacement	Rac1 GTP hydrolysis	HIV fusion peptide	NTR1 agonist	NTR1 agonist cell count 20 µM	GPR55 antagonists	LYP inhibition
(1) CCSc1nc(C)cc(C)c1S(=O)(=O)c1ccccc1C
    i	0.7	9%	29%	4%	5%	-0.4%	-0.5	64	16%	4%
(2) Fc1ccc(Nc2nc(-c3ccncc3)nc3ccccc23)cc1
    i	0.9	-4%	-2%	14%	-4%	-0.7%	6.8	49	9%	-4%
(3) CCCc1cc2c(cc1NC(=O)c1ccccc1Cl)OCO2
    i	1.2	-2%	11%	0%	6%	-1.7%	0.9	44	8%	-3%
(4) Cc1ccc(-n2c(SCC(N)=O)nnc2-c2ccc(S(=O)(=O)N3CCCCC3)cc2)c(C)c1
    i	2.0	4%	-3%	0%	-5%	-2.3%	1.2	94	-3%	-4%
(5) O=C(c1ccco1)N1CCn2c1nc1ccccc12
    i	0.7	5%	-2%	3%	10%	0.4%	-0.7	43	7%	-3%
(6) O=C(NCC(c1cccnc1)N1CCN(c2ccc(F)cc2)CC1)c1ccc2c(c1)OCO2 (configuration not stated)
    i	0.9	4%	4%	4%	11%	-1.2%	-0.3	47	-9%	1%
(7) C=C1CCC2C(C)(C)[C@H](O)CC[C@@]2(C)[C@@H]1COc1cc(=O)oc2ccccc12 (some centres not stated)
    i	1.7	6%	-1%	-6%	3%	3.7%	19	98	-3%	-2%
(8) CC1CCCCN1C(=O)CCc1nnc(Cc2c[nH]c3ccccc23)o1 (configuration not stated)
    i	0.4	-3%	14%	2%	7%	0.7%	-2.0	85	4%	-5%
(9) O=C(COC(=O)c1cccnc1Cl)Nc1ccc2c(c1)OCCO2
    +	1.5*	-2%	-3%	2%	2%	0.4%	0.5	52	2%	-6%
(10) COc1cc(-c2nn3c(-c4ccco4)nnc3s2)cc(OC)c1OC
    nt	nt	nt	10%	-1%	nt	0.6%	nt	nt	2%	-11%
(11) Cc1cc(C)nc(N2CCCC(C(=O)NCCc3ccc(F)cc3)C2)n1 (configuration not stated)
    i	9.0	-13%	3%	2%	-2%	-0.3%	0.7	73	13%	-7%
(12) COc1ccc(CCNC(=O)C2CCN(S(C)(=O)=O)CC2)cc1
    i	1.3	-2%	7%	-2%	3%	1.4%	-1.0	48	5%	-12%
(13) COc1cc(N)n(S(=O)(=O)c2ccc(C)cc2)n1
    i	1.3	-3%	24%	1%	9%	-0.5%	-1.1	44	-1%	4%
(14) Cc1ccc(CN2C(=O)c3ccccc3C2C(=O)NCC2CCCO2)cc1 (configuration not stated)
    i	0.4	-12%	-2%	-3%	4%	-4.0%	-1.4	95	1%	-7%
(15) COc1cc(CNC(=O)C2CCCC2)cc(OC)c1OC
    i	0.7	0%	5%	2%	nt	-0.3%	-0.5	103	0%	-4%
(16) Cc1[nH]nc2c1C(c1ccsc1C)C(C#N)=C(N)O2 (configuration not stated)
    i	6.4	15%	-6%	4%	25%	4.5%	4.4	48	0%	-4%
(17) O=C(N/N=C/c1ccncc1)C12CC3CC(CC(C3)C1)C2
    i	0.9	3%	0%	4%	6%	-0.1%	1.7	68	16%	2%
(18) O=C(Cc1cccs1)N(CC1CCCO1)C1(C(=O)NC2CCCC2)CCCCC1 (configuration not stated)
    i	1.8	-2%	-2%	4%	-3%	-0.1%	-0.9	70	4%	-4%
(19) CCCn1c(=O)[nH]c(=O)c2c(C(=O)OCC)cc(-c3cccs3)nc21
    i	0.2	0%	-15%	-2%	7%	5.2%	8.3	74	-7%	-22%
(20) CCOC(=O)CSc1nnc(CNC(=O)c2ccc(OC)cc2OC)n1-c1ccc(OC)cc1
    i	0.9	-5%	6%	-5%	7%	-3.6%	0.3	94	-2%	-10%
(21) Cc1ccc(S(=O)(=O)N2CCCN(S(=O)(=O)c3ccc(C)cc3)CC2)cc1
    i	0.8	-12%	14%	0%	3%	-1.2%	-2.0	74	8%	-9%
(22) COc1ccc(CC2CC(=O)N(c3ccc(C)cc3)C2=O)cc1 (configuration not stated)
    i	0.4	-2%	-11%	-2%	3%	0.1%	0.5	68	7%	-14%
(23) COc1ccc(Cl)cc1NC(=O)C/C(C)=N/NC(=O)C(=O)NCc1ccccc1
    i	0.4	4%	2%	0%	6%	2.9%	20	42	-2%	-8%
(24) Cc1ccccc1NC(=O)COC(=O)CCSc1ccccc1
    i	0.2	-12%	8%	-9%	4%	-0.8%	0.7	43	-18%	-7%
(25) COCCCNC(=O)CCCn1c(=O)c2ccccc2n(Cc2cccc([N+](=O)[O-])c2)c1=O
    i	0.4	-3%	-6%	22%	-1%	3.3%	1.7	44	10%	-7%
(26) Cc1ccc(Cn2ccc(NC(=O)c3cc(-c4ccccc4)on3)n2)cc1
    i	12	0%	4%	-4%	-4%	0.9%	-0.7	66	-3%	-10%
(27) Cc1ccc(NC(=S)Nc2ccc(S(=O)(=O)N3CCOCC3)cc2)cc1S(=O)(=O)N1CCOCC1
    i	0.5	3%	-7%	5%	4%	0.9%	1.3	67	12%	3%
(28) Cc1ccc2cccc(N)c2n1
    i	0.4	0%	4%	11%	2%	0.4%	2.9	60	-3%	-5%
(29) CCCc1cc(=O)oc2c3c(cc(OCC(=O)N4CCC[C@H]4C(=O)O)c12)OC(C)(C)CC3
    i	2.5	-7%	-5%	3%	-1%	3.0%	1.5	95	-7%	-21%
(30) COc1ccc(CCC(=O)NCCc2nc3ccccc3[nH]2)cc1
    i	0.9	6%	2%	9%	-3%	-1.4%	-0.9	68	0%	-4%
(31) Cc1ccc(NC(=O)C2CC(=O)Nc3nncn32)cc1 (configuration not stated)
    i	0.1	2%	7%	3%	6%	-2.0%	0.8	90	-3%	-4%
(32) O=C1CNC(=S)N1Cc1cccc(Cl)c1
    i	0.3	-12%	-10%	-7%	-5%	-0.5%	-1.2	41	-5%	-6%
(33) CC(Oc1ccccc1)C(=O)NC1=NCCS1 (configuration not stated)
    i	0.3	2%	-12%	-6%	-1%	0.3%	1.5	41	4%	-6%
(34) Cc1ccccc1OCC(=O)N/N=C/c1ccc(Sc2nc3ccccc3s2)o1
    i	1.0	-7%	7%	8%	9%	1.7%	12	91	2%	11%
(35) Cc1nn(C)c(C(=O)NNC(=S)NC2CCCCC2)c1Cl
    i	1.0	-18%	8%	-1%	5%	2.3%	-1.4	63	6%	-3%
(36) COC(=O)c1cc(OCC(=O)NC2CCCc3ccccc32)cc(C(=O)OC)c1 (configuration not stated)
    i	1.1	-3%	-15%	2%	5%	-1.1%	0.4	53	5%	-8%
(37) Cc1sc2nc(C3CC3)nc(SCC(=O)N3CCc4ccccc4C3)c2c1C
    i	1.0	-4%	0%	-2%	3%	0.7%	16	91	-21%	0%
(38) Cc1cc(=O)n2[nH]c(-c3ccsc3-n3c(C)ccc3C)cc2n1
    i	0.6	-9%	-1%	67%	18%	24%	-0.9	52	-11%	-8%
(39) CCOC(=O)CNC(=O)c1c(C)nn(C)c1Cl
    i	0.7	-9%	0%	0%	-3%	-0.3%	-1.6	61	-8%	-10%
(40) Cc1[nH]c(=O)nc(SCc2ccc(Cl)c(Cl)c2)c1C#N
    i	0.7	-3%	6%	-5%	8%	20%	0.4	36	-4%	-5%
(41) Cc1nnc2c(NCCc3ccccc3)nc3ccccc3n12
    i	0.6	-9%	-15%	2%	7%	1.1%	5.9	92	2%	-3%
(42) O=C(CN1C(=O)c2ccccc2S1(=O)=O)c1ccc(OC(F)F)cc1
    i	6.4	4%	-6%	-3%	4%	2.4%	-0.7	57	1%	-7%
(43) COc1ccc(N(C2=NCCCS2)S(=O)(=O)c2ccc(C(C)(C)C)cc2)cc1
    i	0.6	-2%	-2%	7%	4%	-0.7%	5.1	62	0%	0%
(44) CC1CN(C(=S)NC(=O)c2cccc([N+](=O)[O-])c2)CC(C)O1 (configuration not stated)
    i	0.2	-7%	2%	0%	6%	-0.8%	-1.3	45	6%	-8%
(45) COc1ccc(C(Nc2ccccn2)c2oc(CO)cc(=O)c2O)cc1 (configuration not stated)
    i	0.3	15%	13%	9%	2%	7.2%	-0.7	61	7%	-5%
(46) CC1(C(=O)NCc2cc(F)cc(C(F)(F)F)c2)C=CC2(CCCCC2)N1C(=O)c1ccccc1 (configuration not stated)
    i	0.9	-1%	-6%	21%	1%	3.0%	-0.5	93	-7%	0%
(47) Cc1ccc(C2=C/C(=C\c3cccnc3)C(=O)O2)cc1
    i	0.2	-6%	-8%	0%	6%	-1.6%	2.0	76	10%	-10%
(48) COC(=O)c1ccc(C(=O)OC)c(NC(=O)C(C)(C)C)c1
    i	0.5	6%	-4%	8%	10%	-0.8%	1.5	41	-3%	-9%
(49) CCCc1nnc(NC(=O)c2ccc(N3C(=O)C4C5C=CC(C5)C4C3=O)cc2)s1 (configuration not stated)
    i	1.8	1%	-8%	2%	6%	1.2%	-0.6	44	-3%	-6%
(50) CCOC(=O)c1c(S(=O)(=O)NCCCc2ccco2)c(C)n(C)c1C
    i	0.0	6%	-4%	-2%	15%	2.3%	1.5	74	15%	-12%
(51) CCOc1cc(N2CCOCC2)c(OCC)cc1NC(=O)C(C)C
    i	0.7	-3%	2%	-1%	13%	-0.4%	1.4	53	0%	-9%
(52) O=c1[nH]cnc(O)c1C(c1ccc([N+](=O)[O-])cc1)c1c(O)nc[nH]c1=O
    i	0.3	-5%	-2%	0%	-8%	-0.2%	2.5	75	-4%	2%
(53) Cc1cc(C)c(NC(=O)CSc2nnc(-c3ccncc3)n2Cc2ccco2)c(C)c1
    i	1.2	2%	7%	0%	2%	2.6%	0.1	60	3%	4%
(54) Cn1c(=O)c2c(nc(Oc3ccc4c(c3)OCO4)n2Cc2ccc(Cl)cc2)n(C)c1=O
    i	2.3	-7%	5%	0%	5%	-3.1%	1.6	63	-1%	-5%
(55) COC(=O)Nc1c(C(=O)OC)cc(OC)c(OC)c1OC
    i	2.3	4%	13%	0%	1%	16%	-1.2	44	-2%	-10%
(56) CSc1ccc(S(=O)(=O)N(C)Cc2ccccc2)cc1
    i	0.3	-14%	-13%	7%	-5%	0.5%	4.0	47	-7%	-5%
(57) O=C(NC1CCCC1)c1cc(-c2ccccc2)on1
    i	0.2	-4%	-4%	5%	8%	-0.9%	-2.5	53	13%	-2%

Source: PubChem BioAssay (several laboratories)
